# Source: PubChem
# p97 inhibitor: blocks human p97 ATPase activity. P55072. recombinant p97 ATPase, Kinase-Glo ATP luminescence, 3 h. inhibition, % at 8 µM. 220,000 tested, 0.42% active. AID 1481; in the data active means inhibition above about 15%;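 further: 0% = DMSO vehicle and 100% = wells lacking enzyme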
# 14-3-3 Bad inh: disrupts binding of bovine 14-3-3 zeta to phospho-Bad peptide; P63103; TR-FRET 14-3-3zeta/Dy647-pBad peptide displacement, 1 h; AID 781; inhibition, % at 21.7 µM; 220,000 tested, 0.71% active;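 active means inhibition above about 70%, limit read from the data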;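 further: 0% = full 14-3-3 plus peptide FRET controls and 100% = background without 14-3-3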
# Target sequence (P63103 whole entry, looked up): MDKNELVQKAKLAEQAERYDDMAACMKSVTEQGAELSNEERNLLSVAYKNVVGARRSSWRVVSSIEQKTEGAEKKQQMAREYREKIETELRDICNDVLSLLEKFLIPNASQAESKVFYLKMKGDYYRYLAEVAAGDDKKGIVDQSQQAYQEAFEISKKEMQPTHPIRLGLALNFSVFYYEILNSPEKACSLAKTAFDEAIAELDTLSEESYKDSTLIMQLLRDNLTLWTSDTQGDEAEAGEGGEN
# Rad51 HR inh: Rad51 (human) homologous recombination inhibition; inhibition, % at 10 µM; Q06609; AID 1385; hRad51 DNA strand exchange, fluorescence dequenching; 200,000 tested, 0.085% active;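 active means inhibition above 40% at the single screening dose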;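 further: 0% = DMSO control wells and 100% = blanks with heterologous ssDNA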
#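 Material: Human Rad51 nucleoprotein filaments preassembled on unlabelled ssDNA | Also added: Labelled 47-mer dsDNA for strand exchange | Dosing: Single dose, 10 µM final compound | Schedule: 30-min compound preincubation and 15-min exchange, both room temperature | Technique: Fluorescence dequenching at 485/520 nm | Measure: Percent inhibition relative to plate controls and blanks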
# hK5 inh: blocks human kallikrein 5 protease activity; recombinant hK5, fluorogenic AMC substrate cleavage; 210,000 tested, 0.59% active; inhibition, % at 5 µM; Q9Y337;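 active means inhibition of 40% or more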;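 further: 0% = enzyme controls without compound and 100% = no-enzyme blanks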
# FXIa inh: inhibitors of human coagulation factor XIa; P03951; purified FXIa, Boc-Glu-Ala-Arg-AMC fluorogenic substrate; 220,000 tested, 0.14% active; inhibition, % at 5 µM;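 active means inhibition of at least 40%; inactive means inhibition below 40%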;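 further: fluorescence of freed AMC excited at 355 nm; 0% = enzyme without compound and 100% = no enzyme blank; many of its hits are not listed in these tables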
# FXIIa inh 1536: inhibitors of human coagulation factor XIIa; P00748; purified FXIIa, Boc-QGR-AMC fluorogenic substrate, 2 h; inhibition, % at 5 µM; 220,000 tested, 0.3% active; AID 800; in the data active means inhibition above about 40%;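 further: 0% = enzyme with no compound and 100% = blank without enzyme; many of its hits are not listed in these tables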
# Target sequence (P00748 20-372 limits assumed): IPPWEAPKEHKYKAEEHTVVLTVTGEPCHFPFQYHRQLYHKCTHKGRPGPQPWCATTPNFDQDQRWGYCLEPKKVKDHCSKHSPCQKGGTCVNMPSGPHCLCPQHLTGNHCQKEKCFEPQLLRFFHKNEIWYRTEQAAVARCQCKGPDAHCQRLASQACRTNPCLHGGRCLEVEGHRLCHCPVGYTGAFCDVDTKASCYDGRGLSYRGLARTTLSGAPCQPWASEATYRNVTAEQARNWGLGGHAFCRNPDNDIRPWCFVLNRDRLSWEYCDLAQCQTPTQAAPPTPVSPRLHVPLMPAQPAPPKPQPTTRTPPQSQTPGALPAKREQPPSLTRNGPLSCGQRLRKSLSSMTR
# Target sequence (P00748 373-615 limits assumed): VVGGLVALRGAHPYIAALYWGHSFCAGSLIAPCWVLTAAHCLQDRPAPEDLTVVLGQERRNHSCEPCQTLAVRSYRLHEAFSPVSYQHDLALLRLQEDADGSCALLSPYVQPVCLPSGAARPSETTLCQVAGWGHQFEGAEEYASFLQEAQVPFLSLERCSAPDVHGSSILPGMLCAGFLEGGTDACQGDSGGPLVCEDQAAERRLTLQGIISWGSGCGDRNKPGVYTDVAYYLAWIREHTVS
# MDM2 E3 inh: Mdm2 E3 ligase (human) inhibition; Q00987; 210,000 tested, 0.11% active; cell-based MDM2 ubiquitination luciferase reporter, 2 h; 0 = plate control, 100 = twice control, blank-subtracted; signal enhancement, % at 5 µM;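 active means signal enhancement of 30% or more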;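 further: luminescence tracks abundance of the self-degrading MDM2-luciferase fusion protein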
#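 Test system: mammalian cells stably expressing self-ubiquitinating, self-degrading MDM2 E3–luciferase fusion; Amount: 2000 cells in each well; Medium: DMEM; Schedule: 4 h settle plus 2 h compound, 37 °C; Technique: SteadyLite luciferase luminescence after 15 min room-temperature reagent incubation; Benchmarks: plate control and blank wells.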
# Wee1 stabilizer: blocks degradation of human Wee1 kinase. reporter increase, % at 5 µM. AID 1321. 220,000 tested, 1.2% active. P30291. HeLa Luc-Wee1K328M stability, luciferase luminescence; 100% = proteasome inhibitor MG132 effect;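 active means activation above the mean of all tested compounds plus 3 SD, set per screening run, cut at about 8.8% in these data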;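 further: cells exposed to compound for 20 h before luminescence read; 0% = DMSO alone and 100% = MG132 at 30 µM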
# eIF4E 4G PPI: eIF4E/eIF4G interaction inhibition in translation initiation. TR-FRET eIF4E-eIF4GI(517-606) binding, 2 h. inhibition, % at 21.7 µM. 220,000 tested, 0.37% active;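 active means inhibition above about 30%, limit read from the data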;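 further: 0% = full FRET control wells and 100% = background wells lacking eIF4GI fragment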
# Numbers without * were called inactive; · = not tested or not shown; [ ] = another dose, or the depositor's remark.
FXIa inh	FXIIa inh 1536	14-3-3 Bad inh	Rad51 HR inh	hK5 inh	MDM2 E3 inh	p97 inhibitor	Wee1 stabilizer	eIF4E 4G PPI	Structure
-1	4	-5	·	19	-11	-1	2	1	COc1ccc(CNC(=S)Nc2ccc(F)c(Cl)c2)cc1
-1	7	49[fluorescence artefact?]	-2	-12	4	4	1	-4[fluorescence artefact?]	O=c1[nH]cnc2c1N1CCC2CC1
6	16	-2	-13	-13	5	1	-2	9	COc1cc(CC(=O)NCc2ccco2)cc(OC)c1OC
-5	-4	-5	1	-17	9	-2	1	1	Cc1c(Cl)c([N+](=O)[O-])nn1CC(=O)Nc1ccc2c(c1)OCO2
1	5	-4	-3	-8	-8	-9	3	0	CCCc1cnc(NCCNCC(O)COc2ccc(Cl)c(Cl)c2)nc1 (configuration not stated)
-2	13	-8	3	-19	-9	-2	-1	7	CCCCn1ccc(O)c(Cc2ccc(F)cc2)c1=O
3	6	9[fluorescence artefact?]	28	-3	-3	-3	0	-1	COc1ccc(/C=N/NC(=O)Cn2c(Cc3ccc(OC)c(OC)c3)nc3ccccc32)cc1
13	20	4	14	1	-19	1	8	-3	CCOC(=O)c1cc(-c2csc(-c3cccc(Cl)c3)n2)on1
4	11	-1	1	4	-4	5	0	3	CCOc1ccc(NC(=O)CC2C(=O)N(C)C(=S)N2Cc2ccco2)cc1 (configuration not stated)
-3	5	-11	0	1	-8	10	-2	0	Cc1ccc(/C=C/C(=O)Nc2ccc(S(N)(=O)=O)cc2)o1
-5	0	-9	·	-5	-9	10	2	2	O=C(Cc1c[nH]c2ccccc12)Nc1nnc(C2CC2)s1
3	12	-7	-22	-5	-8	6	-2	4[fluorescence artefact?]	O=C(CSCc1ccc(F)cc1)Nc1ccccc1C(=O)N1CCOCC1
6	5	-4	-3	-1	-1	-3	4	-6	O=C(NCC(=O)N1CCCC1)c1cccs1
2	14	-12[fluorescence artefact?]	-4	1	-22	0	2	8	CCOC(=O)c1cc(-c2ccc(C)cc2)n(CCC(=O)NC(C)CC)c1C (configuration not stated)
2	5	-12	9	8	-12	-1	-1	1	CCOC(=O)CNC(=S)NN(C)C
0	12	3	-3	2	·	2	2	-14	COc1ccc(CCNC(=O)CSc2nc(C)nc3sccc23)cc1OC
-4	3	20	-2	1	-2	-9	-4	1	CCC1CCCCN1C(=O)COc1ccc(F)cc1 (configuration not stated)
2	10	7	5	-8	-2	4	1	0	COc1cc(-c2[nH]nc3c2C(c2ccoc2)C(C#N)=C(N)O3)cc(OC)c1OC (configuration not stated)
-10	1	-4	-4	-10	-2	0	-2	-2	COc1ccc(/C=C/C(=O)OCc2cccc([N+](=O)[O-])c2)cc1
-4	-3	·	2	-5	-8	-3	3	·	CC(C)OC(=O)COc1ccc(-c2ccccc2)cc1

FXIa inh	FXIIa inh 1536	14-3-3 Bad inh	Rad51 HR inh	hK5 inh	MDM2 E3 inh	p97 inhibitor	Wee1 stabilizer	eIF4E 4G PPI	Structure
0	9	1	3	1	-4	-4	2	3	O=C(CCn1c(=O)oc2ccccc21)Nc1nc2ccccc2s1
-2	6	2	-5	-3	-2	3	-3	-4	O=C(NCC1CCCO1)c1cc(S(=O)(=O)N2CCCC2)c(Cl)cc1Cl (configuration not stated)
11	24	-3	6	5	-12	-11	1	0	COc1ccccc1N1CCN(c2nc3c(C)cccn3c(=O)c2C=O)CC1
-4	6	5	1	-2	-4	-5	-2	-7	O=C(CCNC(=O)Cn1ccc2ccccc2c1=O)NCCCN1CCN(c2ccc(F)cc2)CC1
6	9	-7	5	1	·	0	9.2*	6	CCC(c1nnnn1Cc1ccc(OC)cc1)N(CCCO)Cc1cc2cc3c(cc2[nH]c1=O)OCO3 (configuration not stated)
-8	8	-6	-14	-14	-12	2	-2	-14[fluorescence artefact?]	Fc1ccc(Nc2nc(Oc3ccc4c(c3)OCO4)nc(N3CCOCC3)n2)c(F)c1
-3	9	3	-2	-6	-23	7	-1	-4	CN(c1ccc(C(=O)NCC2CCCO2)cc1)S(=O)(=O)c1ccccc1 (configuration not stated)
12	18	5	-5	-19	4	-3	-2	4	CCOCCCNC(=O)c1c[nH]c2ccc(C)cc2c1=O
-9	2	-6	1	29	-12	3	2	-6	O=C(CSc1nnc(Cc2ccccc2)n1-c1ccc(F)cc1)N1CCOCC1
-6	3	41	-8	0	-4	-5	-2	7	CC1CCN(CC(=O)Nc2ccc(N3CCCCCC3)cc2)CC1
11	19	0	-3	-11	-9	1	0	6[fluorescence artefact?]	O=C(CCn1c(=O)sc2ccccc21)Nc1ccon1
-6	17	2[fluorescence artefact?]	-2	-6	-13	7	-2	8[fluorescence artefact?]	OCCNCCCCOc1ccccc1F
-13	3	-1[fluorescence artefact?]	-1	-21	1	3	0	-1	FC(F)(F)c1nnc2sc(-c3ccco3)nn12
-2	10	11	-36	0	-9	-2	-1	1	CC(C)c1nnc(NC(=O)C2CCN(S(=O)(=O)c3ccc(-n4cnnn4)cc3)CC2)s1
7	17	-15[fluorescence artefact?]	·	3	-2	8	3	3	O=C(COc1ccccc1[N+](=O)[O-])N/N=C/c1cccs1
0	7	9	3	-12	-5	-2	5	4	Brc1ccc(-c2csc(N3CCOCC3)n2)cc1
-10	0	11[fluorescence artefact?]	6	-1	-5	2	2	-1[fluorescence artefact?]	COc1ccccc1CNC(=O)N[C@@H](Cc1ccccc1)C(=O)O
-8	4	-1	8	-4	-1	-5	-1	-3	O=c1c2ccccc2nnn1CSc1nc2ccccc2c(=O)n1CCCO
2	-5	-5[fluorescence artefact?]	2	-31	-7	1	1	-6	O=C(NCCOCCOCCNC(=O)c1cccnc1)c1cccnc1
-4	10	-13	4	6	-22	4	5	-1	C=CCn1c(SCC(=O)c2c(N)n(C)c(=O)n(C)c2=O)nnc1-c1ccncc1

# Given as tab-separated lines: three of the compounds above
smiles	FXIa inh	FXIIa inh 1536	14-3-3 Bad inh	Rad51 HR inh	hK5 inh	MDM2 E3 inh	p97 inhibitor	Wee1 stabilizer	eIF4E 4G PPI
CN(c1ccc(C(=O)NCC2CCCO2)cc1)S(=O)(=O)c1ccccc1 (configuration not stated)	-3	9	3	-2	-6	-23	7	-1	-4
CCOCCCNC(=O)c1c[nH]c2ccc(C)cc2c1=O	12	18	5	-5	-19	4	-3	-2	4
O=C(CSc1nnc(Cc2ccccc2)n1-c1ccc(F)cc1)N1CCOCC1	-9	2	-6	1	29	-12	3	2	-6

# (next part)
FXIa inh	FXIIa inh 1536	14-3-3 Bad inh	Rad51 HR inh	hK5 inh	MDM2 E3 inh	p97 inhibitor	Wee1 stabilizer	eIF4E 4G PPI	Structure
2	7	0	9	-3	-11	5	1	4	Cc1cc(S(=O)(=O)NCc2ccc(N3CCN(C)CC3)cc2)c(C)s1
3	5	2	-1	1	-65	9	2	2	O=C(CN1CCN(S(=O)(=O)c2ccc(Br)cc2)CC1)N/N=C/c1ccncc1
2	8	11[fluorescence artefact?]	7	-14	-12	0	-2	2	CC(Sc1nnc(-c2cccs2)n1-c1ccccc1)C(=O)NCc1ccco1 (configuration not stated)
-1	11	-7	·	-20	-1	0	0	4	CC1=C(C(=O)Nc2ccccc2)C(c2cccs2)C(C#N)=C(SCC#N)N1 (configuration not stated)
3	6	-5	5	-5	-8	3	-2	-3	c1cc(Nc2ncnc3sc4c(c23)CCC4)ccn1
-8	1	-13[fluorescence artefact?]	0	-10	-17	1	2	0	COc1ccc2c(c1)C(=O)N(c1ccc(C)cc1)C(=O)C2
-6	1	-7	2	-17	2	-3	2	-11	O=C(c1cc2nc(-c3ccco3)cc(C(F)(F)F)n2n1)N1CCN(c2ccccn2)CC1
0	3	1	3	-3	-5	4	-2	-2	CC1CCN(C(=O)c2ccc(N3C(=O)C4CCC(C)CC4C3=O)cc2)CC1 (configuration not stated)
-11	0	-3	-4	1	4	0	0	3	O=C(C1CC1)N1CCc2cc(Br)cc(S(=O)(=O)NCc3ccco3)c21
0	15	10	0	3	-4	-1	-1	1	Cc1ccccc1-c1nnn(CC(=O)Nc2ccc3c(c2)OCO3)n1
-1	4	-13	11	-5	-4	1	0	1	Cc1onc(-c2ccccc2Cl)c1C(=O)OCC(=O)c1c(N)n(C)c(=O)n(C)c1=O
-4	0	-7	11	-8	-15	3	5	-1	O=C(O)c1ccc(CNC(=O)c2ccc(C(F)(F)F)cc2)cc1
4	20	-2	·	-8	3	4	-2	-11	CCOC(=O)CSc1n[nH]c(-c2cccnc2)n1
-10	1	36	-3	-8	-6	-2	-2	-6	O=S1(=O)C=CC(Nc2ccccc2)C1 (configuration not stated)
1	6	3	1	3	-12	3	3	-1	CCOCCCNC(=O)c1cc2sc(Cl)cc2n1CC
0	9	2	24	-1	·	1	1	-1	Cc1ccc(OCC(=O)Nc2nnc(-c3ccco3)s2)cc1
-5	5	6	8	-2	-14	6	4	2[fluorescence artefact?]	CCNC(=O)CSc1nc2ccccc2c(=O)n1-c1cc(OC)ccc1OC

# Whole records from above. Screens in order: FXIa inh | FXIIa inh 1536 | 14-3-3 Bad inh | Rad51 HR inh | hK5 inh | MDM2 E3 inh | p97 inhibitor | Wee1 stabilizer | eIF4E 4G PPI
# Shown for COc1ccccc1CNC(=O)N[C@@H](Cc1ccccc1)C(=O)O : -10 | 0 | 11[fluorescence artefact?] | 6 | -1 | -5 | 2 | 2 | -1[fluorescence artefact?]
# Shown for O=C(NCC(=O)N1CCCC1)c1cccs1 : 6 | 5 | -4 | -3 | -1 | -1 | -3 | 4 | -6
# Shown for CN(c1ccc(C(=O)NCC2CCCO2)cc1)S(=O)(=O)c1ccccc1 (configuration not stated) : -3 | 9 | 3 | -2 | -6 | -23 | 7 | -1 | -4
# Shown for Cc1c(Cl)c([N+](=O)[O-])nn1CC(=O)Nc1ccc2c(c1)OCO2 : -5 | -4 | -5 | 1 | -17 | 9 | -2 | 1 | 1
# Shown for CCOc1ccc(NC(=O)CC2C(=O)N(C)C(=S)N2Cc2ccco2)cc1 (configuration not stated) : 4 | 11 | -1 | 1 | 4 | -4 | 5 | 0 | 3
